Bioassay records from PubChem BioAssay.
RGS4 inhibitor: inhibitors of human regulator of G protein signaling 4 | P49798 | Transcreener GDP fluorescence polarization, RGS4-accelerated GTP hydrolysis | Potency, µM (series often up to 114 µM), inactives show at the top dose activity change, negative = inhibition, actives largely listed as inhibitors | hit rate 0.039% among 390,000 | AID 504845; further: on the % scale 0 is the no-effect control and ±100 the full control effect; nearly all actives have a fitted effect of over 75% in size; some results filed as inactive show a strong effect at the top dose
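MLSMR compounds (23 nl, pin-transferred) preincubated 10 min at room temperature with a 500nM (2x) first reagent, then RGS4 at 900nM (2x) plus Transcreener GDP mix added; fluorescence polarization (620/688 nm) read before and after 90 min at 30 °C.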
TrxR1 inh: rat TrxR1 inhibition; O89049; Potency, µM (series often up to 114 µM), for the others: at the top dose activity change, negative = inhibition, actives largely listed as inhibitors; recombinant rTrxR1, NADPH fluorescence consumption, selenite substrate; AID 588453; hit rate 1% among 390,000; further: on the % scale 0 is the no-effect control and ±100 the full control effect; nearly all actives have a fitted effect of over 65% in size
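Rat TrxR1 (90 nM in the dispensed reagent) was pre-reduced with 400 uM NADPH for 5 min at room temperature, then incubated with compound for 15 min. After 400 uM selenite was added, NADPH fluorescence (Ex 340/Em 450 nm) was followed for 8 min.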
USP1 inh: blocks the human USP1/UAF1 deubiquitinase complex; recombinant USP1/UAF1, Ub-Rhodamine cleavage fluorescence; Potency, µM (titrated, usually from 57.1 µM), for inactives: at the highest dose activity change, negative = inhibition, hits mostly inhibitors; hit rate 0.23% among 390,000; AID 743255; further: on the % scale 0 is the no-effect control and ±100 the full control effect; nearly all actives have a fitted effect of over 60% in size; inactives centre near -12
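1 nM enzyme complex + cpd, 15 min RT; start with Ub-Rho 150nM final; kinetic fluorescence ex 480/em 540, 6 reads q60 s. Buffer 50mM HEPES pH 7.8, 0.5mM EDTA, 0.1 mg/ml BSA, 1mM TCEP, 0.01% Tween-20.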
TrxR1 substrate: rat thioredoxin reductase 1 substrate activity; O89049; purified TrxR1 substrate turnover, NADPH consumption readout; Potency, µM (top dose mostly 114 µM), inactives show top-dose activity change, negative = substrate turnover; hit rate 0.01% among 390,000; AID 588456; further: on the % scale 0 is the no-effect control and ±100 the full control effect; nearly all actives have a fitted effect of over 50% in size
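Rat TrxR1, dispensed at 90 nM, was prereduced with 400 uM NADPH (final) for 5 min at ~22 deg C, then incubated with compound 15 min before 400 uM selenite. A first-read NADPH fluorescence drop versus no-compound background flagged substrates.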
Vif-APOBEC3F blk: Vif-A3F binding inhibition | HeLa A3F-eYFP + Vif (tagged APOBEC3F with the HIV-1 protein that degrades it), YFP fluorescence increase | Potency, µM (series often up to 46.1 µM), without a hit: at the highest dose activity, negative = active | hit rate 0.2% among 390,000 | AID 602313; further: % of control where 0% means no effect; nearly all actives have a fitted effect of over 65% in size
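HeLa cells stably expressing A3F-eYFP plus Vif, plated and incubated overnight at 37 deg C, then exposed to compounds overnight at 37 deg C. Blocked degradation read as raised yellow fluorescence (Ex 488/Em 500-530).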
12-LOX inh: blocks human arachidonate 12S-lipoxygenase; hit rate 1.1% among 580,000; AID 1671190; P18054; purified 12hLO, xylenol orange hydroperoxide absorbance; Potency, µM (titrated, usually from 108 µM), for inactives: top-dose activity change, negative = inhibition, usual class: inhibitors; further: on the % scale 0 is the no-effect control and ±100 the full control effect
Target sequence (P18054 whole entry, looked up): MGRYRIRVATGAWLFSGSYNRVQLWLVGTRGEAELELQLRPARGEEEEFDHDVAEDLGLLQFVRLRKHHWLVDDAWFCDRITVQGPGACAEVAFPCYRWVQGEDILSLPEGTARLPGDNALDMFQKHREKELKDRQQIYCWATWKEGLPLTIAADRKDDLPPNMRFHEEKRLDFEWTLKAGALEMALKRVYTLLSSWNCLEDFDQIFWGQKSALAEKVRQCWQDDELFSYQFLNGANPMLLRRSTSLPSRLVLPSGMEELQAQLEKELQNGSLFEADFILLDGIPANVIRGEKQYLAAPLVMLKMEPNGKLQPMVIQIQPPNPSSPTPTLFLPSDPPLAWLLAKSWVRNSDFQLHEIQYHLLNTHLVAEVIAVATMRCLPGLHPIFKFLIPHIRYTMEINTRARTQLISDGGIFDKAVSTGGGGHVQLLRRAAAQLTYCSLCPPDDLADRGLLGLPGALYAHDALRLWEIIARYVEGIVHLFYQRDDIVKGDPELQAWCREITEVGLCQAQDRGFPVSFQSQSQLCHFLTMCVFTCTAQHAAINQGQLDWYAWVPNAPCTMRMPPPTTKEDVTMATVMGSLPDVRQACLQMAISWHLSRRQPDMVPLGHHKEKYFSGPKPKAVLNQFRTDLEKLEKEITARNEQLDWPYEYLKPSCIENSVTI
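Purified human 12hLO (150 nM final) in 25 mM Hepes, 0.01% Triton X-100, pH 7.0 was preincubated 15 min at room temperature with compound. Then 40 uM arachidonic acid was added, 30 min. Hydroperoxide was read by Fe-XO absorbance ratio 573/405 nm.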
Vif-APOBEC3G blk: Vif-A3G binding inhibition; hit rate 0.076% among 410,000; HeLa A3G-eYFP + Vif (tagged APOBEC3G with the HIV-1 protein that degrades it), YFP fluorescence, overnight; AID 602310; Q9HC16; Potency, µM (doses to about 46.1 µM), for the others: at the highest dose activity, negative = active, hits mostly inhibitors;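 further: on the % scale 0 is the no-effect control and ±100 the full control effect; nearly all actives have a fitted effect of over 60% in size; hits raise eYFP signal because A3G escapes Vif-driven loss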
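HeLa cells stably expressing Vif and C-terminally eYFP-tagged A3G, seeded overnight at 37 deg C, then exposed to compound by pintool overnight at 37 deg C. Rise in yellow fluorescence (Ex 488/Em 500-530, Acumen) marks blocked Vif-driven A3G degradation.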
mIDH1 inhibitor: human IDH1 R132H inhibition. IDH1-R132H enzyme, NADPH consumption, diaphorase/resazurin fluorescence. Potency, µM (titrated, usually from 76.6 µM), for the others: at the top dose activity change, negative = inhibition, actives largely listed as inhibitors. hit rate 0.093% among 390,000; further: on the % scale 0 is the no-effect control and ±100 the full control effect; nearly all actives have a fitted effect of over 65% in size
Target sequence (O75874 whole entry R132H, stated change not applied): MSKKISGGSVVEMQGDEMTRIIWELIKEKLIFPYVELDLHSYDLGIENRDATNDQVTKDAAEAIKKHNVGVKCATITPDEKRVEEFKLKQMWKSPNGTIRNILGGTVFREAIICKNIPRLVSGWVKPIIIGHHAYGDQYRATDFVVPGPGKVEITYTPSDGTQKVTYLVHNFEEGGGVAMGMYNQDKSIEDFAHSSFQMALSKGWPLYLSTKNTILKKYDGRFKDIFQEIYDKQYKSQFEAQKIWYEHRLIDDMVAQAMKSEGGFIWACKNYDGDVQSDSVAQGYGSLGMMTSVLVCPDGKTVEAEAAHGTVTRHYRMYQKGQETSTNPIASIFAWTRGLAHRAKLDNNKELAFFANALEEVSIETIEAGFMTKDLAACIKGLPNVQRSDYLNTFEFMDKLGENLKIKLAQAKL
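IDH1-R132H (0.5 ug/mL) preincubated 30 min with compound, then NADPH (0.016 mM) and alpha-KG (2 mM) added; 80 min at RT, pH 7.5. Remaining NADPH coupled via diaphorase/resazurin to fluorescence (540/590 nm); concentration-response curves normalized to no-enzyme control.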
RXFP1 ag: agonists of human relaxin receptor RXFP1. HEK293T-RXFP1 cAMP TR-FRET, 30 min; response scale: percent of porcine relaxin response, buffer zero. hit rate 0.3% among 370,000. Potency, µM (highest dose often 57.5 µM), for inactives: at the highest dose activation, hits mostly activators. AID 2676; further: on the % scale 0 is the no-effect control and ±100 the full control effect; nearly all actives have a fitted effect of over 60% in size; many of its hits are not listed in these tables
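cAMP rise read by TR-FRET after 30 min, 37C compound exposure (up to 58 uM) in RXFP1-transfected HEK293 cells with Ro 20174 present. EC50 from Hill-equation fits, with 29 nM porcine relaxin as 100% and buffer as basal.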
* hit, by the source's call; u = inconclusive; x = not tested or not shown; [ ] = another dose, or the depositor's remark. The call rests on the fitted dose curve; in most records, active means well fitted curve in the direction sought with a large enough effect; inconclusive means small, poorly fitted or top-dose-only effect, or another doubt; inactive means no such curve, though single readings can be large; an effect the other way counts as inactive or inconclusive. Potency means the concentration at half of the fitted maximal effect. Some of the compounds tested (hit frequency here may not be typical).

SMILES	RGS4 inhibitor	TrxR1 inh	USP1 inh	TrxR1 substrate	Vif-APOBEC3F blk	12-LOX inh	Vif-APOBEC3G blk	mIDH1 inhibitor	RXFP1 ag
Cc1c(Cl)cccc1NC(=O)CSc1ccc(-c2ccccn2)nn1	-25%	3%	-34%	-4%	2%	-15%	0%	-20%	-0.4%
CCOc1ccccc1C(=O)N1CCC(C(=O)c2ccc(F)cc2)CC1	-14%	-18%	-11%	-11%	7%	67%[activator]	0%	2%	-0.9%
O=C(CN1CCC(n2nnc3cc(F)ccc32)CC1)NC1CCCCC1	-27%	-3%	-21%	1%	5%	0%	-7%	-2%	0.8%
Cc1nnc(SCC(=O)Nc2ccc3c(c2)OCCO3)n1N	-14%	-4%	-9%	-3%	-6%	0%	0%	1%	-0.4%
CC(C)(C)CNC(=O)c1cccc2c1C(=O)c1ccc(N3CCCC3)cc1S2(=O)=O	18%	18%[57.1 µM]	u	3%[57.1 µM]	u	-22%	-21%	-6%	x
CCOC(=O)C1CCN(C(=O)C2CCN(S(=O)(=O)c3c(C)noc3C)CC2)CC1	17%	-11%	4%	-3%	1%	0%[57.4 µM]	1%	-4%	-1.9%
COc1cc2[nH]c(=O)n(CCCCCC(=O)NCCc3c[nH]c4ccccc34)c(=O)c2cc1OC	-8%[11.4 µM]	14%[57.1 µM]	-4%	9%[57.1 µM]	2%	2%	-3%	6%	0.0%
COc1ccc(C=NNC(=S)Nc2ccc(F)cc2)cc1OC	-17%	-9%	-32%	-2%	u	u	1%	-4%	x
CC(C)(C)c1ccc(C(=O)NC(=S)NCc2ccco2)cc1	-32%	u	-24%	-2%	3%	14µM*	-2%	-6%	1.2%
Cn1c(=O)c2c(nc(N/N=C/c3ccncc3)n2Cc2ccccc2)n(C)c1=O	-5%	-2%[57.1 µM]	6%	-17%	4%	0%	0%	5%	2.7%
CCOC(=O)NNc1cc(C(F)(F)F)ccn1	-2%	19%	-20%	6%	13%	-3%	-1%	-3%	-1.2%
NC(=O)CN1CCN(S(=O)(=O)c2ccc(Br)cc2)CC1	4%	15%[57.1 µM]	-1%	12%	-4%	-7%	0%	5%	-0.1%
Cc1ccc(CCNC(=O)c2ccc(CS(=O)(=O)Cc3ccc(Cl)cc3)o2)cc1	-18%	15%[57.1 µM]	-32%	-4%[57.1 µM]	0%	1%	0%	10%	3.6%
CCN1CCN(c2ncnc3c2cnn3-c2ccc(C)cc2C)CC1	10%	32%	-20%	10%	-5%	18%	1%	4%	2.5%
O=c1c2oc3ccccc3c2n(Cc2cccc(Cl)c2)c(=O)n1Cc1ccc2c(c1)OCO2	-5%	26%	-19%	1%	4%	0%	-11%	-9%	1.4%
CCc1ccc2c(CC(=O)NNC(=O)c3ccncc3)coc2c1	23%	15%	-22%	4%	0%	227%[activator]	-11%	1%	-0.3%
O=C(N1CCN(c2ncccn2)CC1)C12CC3CC(CC(C3)C1)C2	-5%	20%	-5%	5%	9%	79%[activator]	-1%	7%	x
Cc1onc(-c2ccccc2)c1CNS(=O)(=O)c1cccc(Cl)c1	-3%	-1%[57.1 µM]	-3%	-8%	17%	u	0%	2%	1.9%
Cc1cc(C)c(NC(=O)c2cccc3c2C(=O)N(C2CCCCC2)C3)c(C)c1	21%	6%	-26%	-9%	-6%	x	-1%	0%	0.0%
Cc1cc(-n2c(C)nc3ccccc3c2=O)ccc1NC(=O)c1cccc([N+](=O)[O-])c1	-20%	11%[57.1 µM]	-25%	-2%[57.1 µM]	5%	u	1%	5%	-0.2%
Clc1ccc(-c2csc(N/N=C\c3cccnc3)n2)cc1	-19%	-11%[11.4 µM]	-22%	-10%[11.4 µM]	0%	u	-11%	2%	2.8%
O=C(Nc1cc(-c2nc3ccccc3o2)ccc1Cl)c1ccc(N2CCCCC2)c([N+](=O)[O-])c1	9%	15%	-20%	-1%	-4%	-17%	3%	-2%	-3.4%
Cc1onc(-c2ccccc2)c1C(=O)NC1CC1	-15%	5%[57.1 µM]	-3%	1%[57.1 µM]	-19%	-3%	-1%	-10%	0.8%
CCCNC(=O)C1CCC(Cn2c(=O)c3sccc3n(Cc3ccccc3F)c2=O)CC1 (stereo not given)	7%	11%[57.1 µM]	-18%	4%[57.1 µM]	2%	0%	-3%	-8%	13%
O=C(O)C1C2C=CC(O2)C1C(=O)Nc1ccc(S(=O)(=O)Nc2ccccc2)cc1 (stereo not given)	u	u	0%	1%[57.1 µM]	-11%	-24%	1%	-9%	0.6%

Next section, starting with the last three of the part before.
SMILES	RGS4 inhibitor	TrxR1 inh	USP1 inh	TrxR1 substrate	Vif-APOBEC3F blk	12-LOX inh	Vif-APOBEC3G blk	mIDH1 inhibitor	RXFP1 ag
Cc1onc(-c2ccccc2)c1C(=O)NC1CC1	-15%	5%[57.1 µM]	-3%	1%[57.1 µM]	-19%	-3%	-1%	-10%	0.8%
CCCNC(=O)C1CCC(Cn2c(=O)c3sccc3n(Cc3ccccc3F)c2=O)CC1 (stereo not given)	7%	11%[57.1 µM]	-18%	4%[57.1 µM]	2%	0%	-3%	-8%	13%
O=C(O)C1C2C=CC(O2)C1C(=O)Nc1ccc(S(=O)(=O)Nc2ccccc2)cc1 (stereo not given)	u	u	0%	1%[57.1 µM]	-11%	-24%	1%	-9%	0.6%
Cn1c(-[n+]2c(-c3ccccc3)cc(-c3ccccc3)cc2-c2ccccc2)nc2cc([N+](=O)[O-])ccc21	-9%	-5%	-19%	-3%	3%	u	1%	2%	1.5%
CNc1oc(/C=C/c2cc(OC)c(OC)c(OC)c2)nc1C#N	20%	-14%	-22%	980%[activator]	x	4%	-3%	x	u
O=c1cc(CN2CCN(Cc3ccccc3)CC2)c2ccc(O)c(O)c2o1	-19%	9%[57.1 µM]	-10%	-6%[57.1 µM]	-29%	u	-1%	4%	-0.3%
Cn1c(=O)n(C)c2cc(N3CCCCC3)c(NC(=O)c3ccccc3)cc21	17%	7%	-26%	-4%	6%	-9%	0%	-3%	0.1%
C=CCNC(=O)/C(=C/c1cccc([N+](=O)[O-])c1)NC(=O)c1ccccc1	12%	8%[57.1 µM]	-24%	1%[57.1 µM]	0%	-16%	0%	-11%	0.4%
CCn1nnnc1SCC(=O)c1ccc(C)cc1	5%	9%	-22%	2%	1%	-6%	1%	1%	0.9%
COC(=O)c1sc(NC(=O)CSc2n[nH]c(N)n2)c(C(=O)OC)c1C	14%	12%	-2%	-5%	4%	0%	0%	4%	-2.1%
Brc1ccsc1/C=N/Nc1ccccc1	-27%	4%[57.1 µM]	-9%	-6%	-8%	u	-18%	6%	x
Cc1nn(CC(=O)Nc2cc(S(=O)(=O)N(C)C)ccc2Cl)c(C)c1[N+](=O)[O-]	5%	8%[0.457 µM]	-7%	-1%	-2%	-19%	-4%	1%	0.3%
O=C1CC(c2ccccc2)CC(O)=C1C=Nc1ccc(Cl)cc1 (stereo not given)	-23%	19%	-20%	11%	0%	-8%	0%	-1%	4.9%
O=[N+]([O-])c1ccc(Sc2cccc3cccnc23)cc1	-3%	3%	-3%	0%	2%	-22%	1%	36%[activator]	0.9%
CC(C)(C)NC(=O)C(c1ccc(F)cc1)N(Cc1ccco1)C(=O)Cn1nnc(-c2cccs2)n1 (stereo not given)	-14%	-18%	-6%	-3%	3%	-8%	-4%	-2%	0.7%
O=C(CN1CCCCCC1=O)N1CCN(S(=O)(=O)c2cccs2)CC1	-18%	27%	-20%	4%	-15%	-9%	0%	-3%	1.4%
O=Nc1c(-c2ccccc2)[nH]n(-c2ccccc2)c1=O	-18%	29%	-25%	4%	3%	-1%	-10%	7%	-3.5%
C=CCNC(=S)N/N=C/c1ccc(-c2ccc(OC)cc2)o1	19%	-19%[57.1 µM]	-4%	7%	-4%	40µM*	-17%	0%	-4.1%
Cc1cc(C(=O)COC(=O)CNS(=O)(=O)c2ccc3ccccc3c2)c(C)n1-c1ccccc1	-13%	-17%	-20%	-10%	4%	5%	-5%	0%	0.6%
O=[N+]([O-])c1ccc(Sc2nccn2Cc2ccccc2)c([N+](=O)[O-])c1	-17%	u	-21%	-13%	-4%	-19%[57.4 µM]	-8%	5%	0.5%
CCC(C)(C)n1nnnc1C(C(C)C)N(CCCO)Cc1cc2cc(C)ccc2[nH]c1=O (stereo not given)	-13%	u	-16%	9%[57.1 µM]	9%	u	-7%	10%	2.4%
Cc1cc(C)n(Cc2ccc(C(=O)NN)o2)n1	8%	24%	-19%	7%	-7%	u	-1%	2%	-1.7%
CSc1ccc(/C=N/Nc2cccc(C(=O)O)c2)cc1	30%	19%[57.1 µM]	u	7%	5%	x	0%	8%	2.7%
NC(=O)Nc1ccc(C(=O)OCC(=O)NC2CCCc3ccccc32)cc1 (stereo not given)	-17%	17%[57.1 µM]	-15%	9%	0%	-8%	-9%	6%	x
Cc1ccccc1NC(=O)CCCCC(=O)Nc1ccccc1C	-1%	-5%	-7%	3%[57.1 µM]	-8%	-26%	-3%	3%	-0.1%
